# Screens (PubChem BioAssay)
# RNase H inhibition = RNase H inhibition, HIV 1 Gag Pol polyprotein, FRET biochemical assay, screening (AID 372) | HIV-1 RT RNase H, FRET RNA/DNA substrate fluorescence; higher % means a stronger effect | inhibition, % at 10 µM, or IC50 in µM where a hit was titrated | hit rate 0.77% among 100,000; in the data active = inhibition above about 50%
# * = called active by the depositor. These rows are one share of the data, so the mix of outcomes need not match the whole.
SMILES,RNase H inhibition
Cc1ccc(-c2nc3cc(Cl)ccc3o2)cc1N=Cc1c(O)ccc2ccccc12,8%
CCOC(=O)C1=C(C)N=c2s/c(=C\c3cccs3)c(=O)n2C1c1ccc(Cl)cc1 (stereo not drawn),2%
CCOC(=O)C1=C(C)N=c2s/c(=C\c3ccc(SC)cc3)c(=O)n2C1c1ccc(N(C)C)cc1 (stereo not drawn),0%
O=C(COc1ccc(Cl)cc1)Nc1ccc(N2CCCCC2)c(Cl)c1,7%
O=C(Nc1ccc([N+](=O)[O-])cc1)/C(=C\c1ccco1)NC(=O)c1ccccc1Cl,12%
CC1=NN(c2ccccc2)C(=O)/C1=C\c1c(C)[nH]n(-c2ccc(C)cc2C)c1=O,0%
COc1ccc2c(C=Nc3ccc(C)cc3)c(O)n(Cc3ccccc3)c(=O)c2c1,23%
Cc1ccc(CNC(=O)CN(c2cc(C)cc(C)c2)S(=O)(=O)c2ccccc2)cc1,17%
COc1ccc(CCN2C(=O)/C(=C\c3cccc4ccccc34)SC2=S)cc1OC,9%
CC(=O)n1cc(/C=C2\C(=O)NC(=S)N(c3cccc4ccccc34)C2=O)c2ccccc21,18%
CC(C)CN1C(=O)c2ccc(C(=O)Nc3ccccc3C(=O)O)cc2C1=O,7%
O=C(N/N=C/c1c[nH]c2ccc(Br)cc12)c1ccccc1O,18%
CCC(Sc1nnc2c3ccccc3n(C)c2n1)C(=O)Nc1ncccc1Cl (stereo not drawn),16%
CC(=O)CCc1oc2c([N+](=O)[O-])cccc2c1-c1ccc(C)o1,4%
O=C(/C=C/c1cccs1)Nc1ccc(N2CCOCC2)cc1,7%
O=C(Nc1c(C(=O)NCc2ccco2)cnn1-c1ccccc1)c1cccc(F)c1,10%
COc1cc(/C=c2\sc3nc4c(C)cc(C)cc4n3c2=O)cc2sc(=O)oc12,21%
CCc1ccc2oc(-c3cc(NC(=S)NC(=O)c4ccc(OC)c(OC)c4)ccc3Cl)nc2c1,11%
COc1cccc(CN2CCN(C(=O)c3ccc(-c4ccccc4)cc3)CC2)c1OC,12%
Cc1cc(C)c(S(=O)(=O)Nc2cccc3ccc(C)nc23)c(C)c1,26%
COc1ccc(N/C=C(/C#N)c2nc(-c3ccccc3)cs2)c(OC)c1,4%
CC1=C(C(=O)OCC(C)C)C(c2cc3c(cc2[N+](=O)[O-])OCO3)C2=C(CC(c3ccccc3)CC2=O)N1 (stereo not drawn),5%
COC(=O)c1c(O)cn(-c2ccccc2)c1C,0%
N#Cc1ccc2c(c1)nc1c3cccc4cccc(c(=O)n21)c43,21%
CCOc1ccc(-n2c(-c3ccccc3)n[nH]c2=S)cc1,4%
O=C(CCN1C(=O)c2ccccc2C1=O)Nc1cccc(Cl)c1,0%
Cc1ccc(C(=O)N2CCN(c3ccccc3)CC2)cc1C,2%
Cc1ccc2c(c1)C1C=CCC1C(c1ccccc1[N+](=O)[O-])N2 (stereo not drawn),23%
O=C1NC(=S)S/C1=C/c1ccc(-c2ccc(F)cc2)o1,47%
Cc1ccc(OCCOc2cccc(/C=C3/SC(=S)N(C)C3=O)c2)cc1C,5%
C=CCN1C(=O)/C(=C\c2ccc(OCc3ccc(F)cc3)cc2)C(=O)NC1=S,19%
COc1cccc(C(=O)Nc2nc(-c3ccc([N+](=O)[O-])cc3)cs2)c1,5%
Cc1ccc(S(=O)(=O)Nc2ccccc2Br)cc1[N+](=O)[O-],0%
CCC(CC)C(=O)Nc1cc(C)ccc1C,12%
O=C(CCCOc1ccc(Cl)cc1Cl)Nc1ccc2c(c1)COC2=O,5%
O=C(O)C(Cc1ccc(O)cc1)c1ccccc1 (stereo not drawn),6%
COc1cccc(NC(=S)NC(=O)c2cccc(Br)c2)c1,0%
Cc1cccc(C)c1NS(=O)(=O)c1ccccc1,13%
Cc1ccc(-c2nn3cc(-c4ccc(Br)cc4)nc3s2)cc1,2%
Cc1ccn2c(C(=O)N/N=C\c3cccc4ccccc34)c(C)nc2c1,3%
Cc1cc(Br)ccc1NC(=O)CCCc1ccccc1,2%
COc1cc(C2Nc3ccc4ncccc4c3C3=C2C(=O)CCC3)cc(OC)c1OC (stereo not drawn),0%
CC1=C(C(=O)c2ccccc2)C(c2cccc(F)c2)NC(=O)N1 (stereo not drawn),3%
CC(/C=C/c1ccccc1)=NNC(=O)c1ccc(Cl)c(Cl)c1,18%
O=C(NC(=S)Nc1ccc(-c2nc3ccccc3o2)c(O)c1)c1cccc(F)c1,39%
COc1ccc(/C(C)=N/NC(=O)c2ccco2)c(OC)c1,7%
O=[N+]([O-])c1cccc(CN2CCC(N3CCCCC3)CC2)c1,35%
O=C(CSCCNS(=O)(=O)c1ccccc1)Nc1ccccc1,4%
O=C(Nc1ccc(Oc2ccccc2)cc1)C1CCCO1 (stereo not drawn),11%
O=C(NCc1ccccc1)/C(=C/c1cn(-c2ccccc2)nc1-c1ccccc1)NC(=O)c1ccccc1,10%
COc1ccc(S(=O)(=O)Nc2cc([N+](=O)[O-])ccc2OC)cc1,11%
O=C1NC2=Nc3ccccc3SC(c3ccccc3)=C2C(c2ccc(O)cc2)N1 (stereo not drawn),1%
O=C1CC(NCCc2ccc(Cl)cc2)C(=O)N1c1ccc(F)cc1 (stereo not drawn),0%
CCOc1cc(C(=O)NCCN2CCOCC2)cc(OCC)c1OCC,13%
O=C(NCc1ccc2c(c1)OCO2)C(=O)Nc1cccc(Cl)c1Cl,0%
CCOc1ccc(N=Cc2ccc(C)o2)cc1,8%
CC(Oc1ccccc1)C(=O)NCc1ccccn1 (stereo not drawn),10%
Cc1ccc(OCCOc2ccc([N+](=O)[O-])cc2/C=C2\SC(N)=NC2=O)cc1,13%
Cc1c(C(=O)Nc2ccc3oc(-c4ccc(Cl)cc4Cl)nc3c2)cccc1[N+](=O)[O-],13%
N#CC1=C(N)OC2=C(C(=O)c3ccccc3C2=O)C1c1cccc(Cl)c1 (stereo not drawn),0%

# Additional entries.
SMILES,RNase H inhibition
COCCOC(=O)C1=C(C)NC2=C(C(=O)CCC2)C1c1cc(Br)c(O)c(OC)c1 (stereo not drawn),1%
O=[N+]([O-])c1ccccc1/C=N/Nc1nc(-c2ccccc2)cc(-c2ccccc2O)n1,3%
Cc1ccc2cc(C3=C/C(=C/c4cccc(Cl)c4)C(=O)O3)ccc2c1,0%
O=C(Nc1ccncc1)c1ccc(Cl)c([N+](=O)[O-])c1,11%
CC1(C)CC(=O)C2=C(C1)OC1=C(C(=O)CC(C)(C)C1)C2c1c(O)ccc2ccccc12,9%
O=C1CCS(=O)(=O)c2ccccc21,5%
Cc1ccc2nc(C)c(C(=O)NN=C3CCN(C)CC3)n2c1,0%
CN1CCN(CCCCOc2cccc3ccccc23)CC1,12%
COc1ccc(CNc2cccc(C)c2)cc1,2%
CC(=O)Nc1nc(C)c(-c2csc(Nc3ccc(N)cc3)n2)s1,14%
COc1cccc(CN2CCN(Cc3cccc([N+](=O)[O-])c3)CC2)c1OC,12%
NC(=O)SCC(=O)Nc1cccc(F)c1,10%
COc1cccc(N=Cc2c(O)n(-c3ccccc3C)c(=O)[nH]c2=O)c1,10%
O=C(N/N=C/c1cc2c(c([N+](=O)[O-])c1)OCO2)c1ccncc1,5%
COc1ccc(N2C(=O)C(O)=C(C(C)=O)C2c2ccc(F)cc2)cc1 (stereo not drawn),14%
O=C1C(Cl)=C(Nc2ccccc2F)C(=O)N1c1ccc(Br)cc1,1%
CCOC(=O)C(CCCOc1ccc([N+](=O)[O-])cc1)C(=O)OCC,0%
CC1(C)c2ssc(=S)c2-c2ccccc2N1C(=O)c1ccccc1Br,47%
CN1C(=O)S/C(=C\c2ccc(OCc3cccc([N+](=O)[O-])c3)cc2)C1=O,5%
Cc1cc(/C=C2\C(=O)NC(=O)N(C)C2=O)c(C)n1-c1ccc(N(C)C)cc1,12%
Cc1cccc(N=Cc2ccccc2[N+](=O)[O-])c1,11%
CC(=O)c1ccc(N2CCN(Cc3c4ccccc4c(Cl)c4ccccc34)CC2)cc1,8%
CCOC(=O)C(CCCCCOc1cccc(C)c1)C(=O)OCC,9%
COc1ccc([N+](=O)[O-])cc1NC(=O)C1C2CCC(C2=C(C)C)C1C(=O)O (stereo not drawn),1%
CCCCCCOc1ccc(N2C(=O)CC(NCc3ccc(S(N)(=O)=O)cc3)C2=O)cc1 (stereo not drawn),11%
COC1(OC)C(=N\O)/C(=N\O)C(OC)(OC)C(=N\O)/C1=N\O,14%
Cc1ccccc1NC(=O)/C(C#N)=C\c1ccc(-c2cccc([N+](=O)[O-])c2)o1,8%
Cc1ccc(NC(=O)CN2C(=O)C3C4CCC(C4)C3C2=O)cc1 (stereo not drawn),8%
Cc1cc(C)c2c(N)c(C#N)sc2n1,0%
CCC(=O)Nc1ccc(C(=O)N/N=C/c2ccc(C#N)cc2)cc1,0%
Clc1cccc(OCCCCCN2CCOCC2)c1,23%
O=C(c1ccncc1)N1N=C(C(F)(F)F)CC1(O)c1ccc(Cl)cc1 (stereo not drawn),10%
Cc1cc(C(=O)N2CCN(c3ccc(F)cc3)CC2)ccc1[N+](=O)[O-],9%
Cc1ccc(C)c(OCC(O)CN2CCC(Cc3ccccc3)CC2)c1 (stereo not drawn),17%
NC1=NC(=O)/C(=C/c2cn(Cc3ccccc3F)c3ccccc23)S1,29%
O=C(CNC(=O)c1ccc2c(c1)OCCO2)N/N=C/C=C/c1ccccc1,6%
Cc1ccc(C(=O)NCC2CCCO2)cc1 (stereo not drawn),7%
Cc1ccc2c(Cl)c(C(=O)Nc3nnc(C)s3)sc2c1,6%
CCn1c2ccccc2c2cc(CN3CCN(C(=O)c4ccncc4)CC3)ccc21,10%
Cc1ccc(C(=O)NN(c2ccccc2)c2ccccc2)cc1[N+](=O)[O-],14%
COC(=O)c1ccc(Nc2nnc(-c3ccc(OC)cc3)c3ccccc23)cc1,11%
CCN(CC)c1ccc(/C=C(\C#N)C(=O)Nc2cc(C)cc(C)c2)cc1,3%
CCOc1cc(/C=C2\SC(=O)N(c3ccccc3)C2=O)cc(I)c1O,16%
CCOC(=O)/C=C(\C)N1N=C2c3ccc(OC)cc3CCC2C1c1ccc([N+](=O)[O-])cc1 (stereo not drawn),13%
COc1ccc(C2Nc3ccccc3C(=O)N2Cc2ccco2)cc1Cn1nnc2ccccc21 (stereo not drawn),14%

# 3 entries from above, as tab-separated lines:
Compound	RNase H inhibition
NC1=NC(=O)/C(=C/c2cn(Cc3ccccc3F)c3ccccc23)S1	29%
O=C(CNC(=O)c1ccc2c(c1)OCCO2)N/N=C/C=C/c1ccccc1	6%
Cc1ccc(C(=O)NCC2CCCO2)cc1 (stereo not drawn)	7%

# Further structures follow:
SMILES,RNase H inhibition
O=C(CCCOc1ccc(Cl)cc1Cl)NC1CCCCC1,7%
O=C(N/N=C/c1ccc[nH]1)c1sc2ccccc2c1Cl,7%
CC(C)CNC(=O)c1cccc(NC(=O)/C=C/c2ccccc2)c1,9%
Cc1ccc(-c2nc3ccccc3c(=O)[nH]2)cc1,7%
COc1cc(NC(=O)c2ccc(-c3ccc(Cl)cc3)o2)ccc1NC(=O)c1ccco1,8%
CCCc1cc(C(=O)OC)c(NC(=O)CCC(=O)O)s1,16%
CC1=CC(C)C2COC(c3ccc[n+](C)c3)C1C2C (stereo not drawn),10%
COc1ccc(-c2n[nH]c(=S)n2/N=C/c2ccccc2F)cc1,4%
C=CCNC(=O)CN(c1ccc(OCC)cc1)S(C)(=O)=O,11%
CCOc1c(O)ccc(/C=C2\SC(=S)NC2=O)c1[N+](=O)[O-],23%
COc1cc(OC)cc(C(=O)N2CCN(C(c3ccccc3)c3ccccc3)CC2)c1,18%
O=C(C1=C(O)C(=O)N(c2ccc(Cl)cc2)C1c1ccccc1[N+](=O)[O-])c1nccs1 (stereo not drawn),0%
CCOC(=O)C1=C(C)OC(N)=C(C#N)C1c1cc(Br)c(OC)cc1OC (stereo not drawn),6%
O=C(CCN1C(=O)c2cccc3cccc(c23)C1=O)NCc1ccco1,6%
CCOC(=O)c1ccc(NC(=O)CSCc2ccccc2C)cc1,33%
COc1ccc(-c2cc3nc[nH]c(=O)c3s2)cc1,7%
Cc1cc(C)n(-c2cc(C(F)(F)F)nc(-c3ccccc3)n2)n1,0%
CC1CCC2(CC1)NC(=S)c1c(sc3c1CCC(C)C3)N2 (stereo not drawn),5%
CN1C(=O)/C(=C/c2cc(N=Nc3ccccc3)ccc2O)SC1=S,16%
CNC(=S)N(C)/N=C/C(=O)c1ccccc1,4%
CCOC(=O)c1c(NC(=O)C2C3CCC(C3)C2C(=O)O)sc(C)c1C (stereo not drawn),8%
CCc1ccc(N2C(=O)/C(=C/c3ccc(O)c(Cl)c3)C(=O)NC2=S)cc1,11%
CCN(CC)CCN1C(=O)C(O)=C(C(=O)/C=C/c2ccccc2)C1c1ccccc1[N+](=O)[O-] (stereo not drawn),0%

# Entries from the list above that contain fluorine, in the order listed:
SMILES,RNase H inhibition
O=C(Nc1c(C(=O)NCc2ccco2)cnn1-c1ccccc1)c1cccc(F)c1,10%
O=C1NC(=S)S/C1=C/c1ccc(-c2ccc(F)cc2)o1,47%
C=CCN1C(=O)/C(=C\c2ccc(OCc3ccc(F)cc3)cc2)C(=O)NC1=S,19%
CC1=C(C(=O)c2ccccc2)C(c2cccc(F)c2)NC(=O)N1 (stereo not drawn),3%
O=C(NC(=S)Nc1ccc(-c2nc3ccccc3o2)c(O)c1)c1cccc(F)c1,39%
O=C1CC(NCCc2ccc(Cl)cc2)C(=O)N1c1ccc(F)cc1 (stereo not drawn),0%
NC(=O)SCC(=O)Nc1cccc(F)c1,10%
COc1ccc(N2C(=O)C(O)=C(C(C)=O)C2c2ccc(F)cc2)cc1 (stereo not drawn),14%
O=C1C(Cl)=C(Nc2ccccc2F)C(=O)N1c1ccc(Br)cc1,1%
O=C(c1ccncc1)N1N=C(C(F)(F)F)CC1(O)c1ccc(Cl)cc1 (stereo not drawn),10%
Cc1cc(C(=O)N2CCN(c3ccc(F)cc3)CC2)ccc1[N+](=O)[O-],9%
NC1=NC(=O)/C(=C/c2cn(Cc3ccccc3F)c3ccccc23)S1,29%
COc1ccc(-c2n[nH]c(=S)n2/N=C/c2ccccc2F)cc1,4%
Cc1cc(C)n(-c2cc(C(F)(F)F)nc(-c3ccccc3)n2)n1,0%
